BRCT PPI red: BRCT-phosphoprotein interaction inhibition (red fluorophore); Potency, µM (series often up to 76.9 µM), for inactives: at the highest dose activity change, negative = inhibition, hits mostly inhibitors; 75,000 compounds, 0.03% hits; BRCT-phosphopeptide binding, red fluorescence polarization; P38398; also: % is scaled to controls: 0 for no effect and ±100 for the full control effect
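Fluorescence polarization: 100 nM His-tagged BRCA1 BRCT with 100 nM TAMRA-labelled phospho-BACH1 decapeptide, phosphate buffer pH 7.3 with 150 mM NaCl, DTT, 0.01% Tween 20; 12 min RT. Binding inhibition seen as FP decrease.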
HBB splice mod: hemoglobin beta splicing modulation; HBB splicing reporter cell assay, activation; EGFP reporter with mutant IVS2-654 intron; response scale: normalised to 500 nM splice-correcting PNA; Potency, µM (highest dose often 46.1 µM), inactives show at the highest dose activation, hits mostly activators; 65,000 compounds, 0.06% hits; also: potency is read from the fitted curve at half-maximal effect; 0% is about no effect
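HeLa cells stably expressing EGFP interrupted by mutant beta-globin intron 2 (IVS2-654), 500/well in 2% FCS. Treated with compound for 2 days at 37C. Splicing correction scored as total well GFP intensity (488 nm excitation, 500-520 nm emission); 500 nM antisense PNA served as control.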
DNA Pol III inh: blocks replication by bacterial DNA polymerase III holoenzyme. Potency, µM (titrated, usually from 57.1 µM), for the others: at the top dose activity change, negative = inhibition. reconstituted DNA polymerase III holoenzyme replication, biochemical. 71,000 compounds, 0.25% hits. AID 603; also: potency is read from the fitted curve at half-maximal effect; % is scaled to controls: 0 for no effect and ±100 for the full control effect
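Reconstituted *E. coli* holoenzyme (0.35 nM Pol III, 1 nM beta, 154 nM SSB, 2 nM primase) was preincubated with compound for 15 min at RT. Synthesis on 1.4 nM ssM13Gori ran 35 min, then was stopped with PicoGreen/EDTA and read as dsDNA fluorescence.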
BRCT PPI green: inhibitors of human BRCA1 BRCT-phosphoprotein interaction (green fluorophore); P38398; BRCA1 BRCT-phosphopeptide binding, green fluorescence polarization; Potency, µM (top dose mostly 76.9 µM), inactives show at the highest dose activity change, negative = inhibition, most hits filed as inhibitors; 75,000 compounds, 0.05% hits; AID 875;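 also: potency is read from the fitted curve at half-maximal effect; plate controls were peptide without protein for full effect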
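Fluorescence polarization: His-tagged BRCT (~35 kDa BRCA1 C-terminus, 250 nM) bound to 100 nM fluorescein-labeled phosphorylated 10-aa BACH1 peptide, pH 7.3 phosphate buffer with DTT and Tween 20. Compounds incubated 12 min at room temperature; inhibition read as lowered polarization.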
Hsp90 Hop PPI: changes Hsp90-Hop TPR2A binding signal, up or down | Potency, µM (top dose mostly 57 µM), for the others: at the top dose activity change, negative = inhibition | AlphaScreen TPR2A-His6 binding biotin-Hsp90 C-terminal peptide | 71,000 compounds, 0.44% hits; active = well fitted curve in either direction with a large enough effect; inconclusive = small, poorly fitted or top-dose-only effect, or another doubt; also: potency is read from the fitted curve at half-maximal effect; % is scaled to controls: 0 for no effect and ±100 for the full control effect; many of its hits are not listed in these tables
Epigenetic mod: epigenetic GFP locus derepression in mouse cells. mouse C127i GFP locus derepression, cytometry, 30 h. Potency, µM (highest dose often 46.1 µM), without a hit: at the top dose GFP derepression (activation). 68,000 compounds, 0.09% hits; also: % of control where 0% means no effect
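Locus derepression in mouse mammary C127i cells whose integrated CMV-GFP reporter is normally silent; GFP expression after 30 h compound treatment was quantified by counting fluorescent cells.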
A350 fluor: A350 region autofluorescence; max dye-equivalent concentration, M; Compound autofluorescence, 340/450 nm, Alexa 350 dye-equivalents; active compounds read high; 59,000 compounds, 11% hits; AID 590; in the data active = max dye-equivalent concentration above about 10 nM; inconclusive = mostly about 1.1 nM to 9.6 nM
Ub-GFP proteasome: inhibits proteasome, raising ubiquitin-GFP reporter fluorescence | Ubiquitin-GFP reporter cells, proteasome inhibition, GFP fluorescence; response scale: untreated = 0%, 10 µM MG-132 = 100% | Potency, µM (titrated, usually from 45.9 µM), without a hit: at the top dose activation (GFP accumulation), most hits filed as activators | 67,000 tested, under 10 active; active = well fitted activation curve with a large enough effect, not every such curve was filed as active; inconclusive = small, poorly fitted or top-dose-only effect, or another doubt; inactive = no such curve, though single readings can be large or run the other way; also: potency is read from the fitted curve at half-maximal effect
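U2OS Ub(G76V)-GFP reporter; O/N plating, 0.5% FBS; cpd 46 uM–2.9 nM, 4 h, 37 °C; GFP+ cell count, 488/515 nm; norm. to basal vs 10 uM MG-132; CRC fit.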
15-hLO inh: blocks human 15-lipoxygenase activity; P16050; purified 15hLO-1, xylenol orange hydroperoxide absorbance; Potency, µM (titrated, usually from 57.1 µM), inactives show top-dose activity change, negative = inhibition, most hits filed as inhibitors; 74,000 compounds, 1.4% hits; AID 887; also: potency is read from the fitted curve at half-maximal effect; % is scaled to controls: 0 for no effect and ±100 for the full control effect; nearly all actives have a fitted effect of over 55% in size
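Purified human 15hLO-1 (40 nM final) in 25 mM Hepes pH 7.5, 0.01% Triton X-100 was preincubated with compound 15 min at room temperature, then reacted 6 min with 50 uM arachidonic acid; hydroperoxide detected by Fe-XO, 573/405 nm absorbance ratio.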
CRE Fsk mod: alters forskolin-stimulated CRE reporter signaling in CHO cells; Potency, µM (top dose mostly 38.2 µM), for the others: at the top dose activity change, negative = inhibition, actives largely listed as activators; CHO CRE-bla reporter (cAMP response element driving beta-lactamase), forskolin EC10, beta-lactamase ratio; 71,000 compounds, 2.5% hits; active = well fitted activation curve with a large enough effect in the signal ratio, with a control signal flat, not every such curve was filed as active; inconclusive = small, poorly fitted or top-dose-only effect, or effect the other way, or a change in a side signal; the % refers to the signal ratio; also: potency is read from the fitted curve at half-maximal effect; % of control where 0% means no effect
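Titrated compounds plus EC10 NKH 477 on CHO CRE-bla cells, 3 h, 37 °C. CCF4, 2 h RT. Ratio 460/530 nm → AC50.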
4MU fluor: compounds fluorescent in 4-MU spectral region; compound autofluorescence, 340/450 nm, 4-MU equivalents; active compounds read high; max dye-equivalent concentration, M; 59,000 compounds, 11% hits; AID 589; in the data active = max dye-equivalent concentration above about 10 nM; inconclusive = mostly about 1.1 nM to 9.6 nM
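Compounds in 100 mM Tris, pH 8.0, sat 15 min at room temperature before fluorescence was read at 340 nm excitation/450 nm emission; a per-plate six-point 4-MU standard curve converted signals to dye-equivalent concentration at each compound concentration.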
The depositor's hits bear a star; i = inactive; ? = inconclusive; / = no result given; [ ] = another dose, or the depositor's remark. Unless noted, calls follow the shape of the dose curve; as a rule, active = well fitted curve in the direction sought with a large enough effect; inconclusive = small, poorly fitted or top-dose-only effect, or another doubt; inactive = no such curve, though single readings can be large; an effect the other way counts as inactive or inconclusive. Compounds were not picked by outcome; any-hit rate near 12%.

SMILES | BRCT PPI red | HBB splice mod | DNA Pol III inh | BRCT PPI green | Hsp90 Hop PPI | Epigenetic mod | A350 fluor | Ub-GFP proteasome | 15-hLO inh | CRE Fsk mod | 4MU fluor
CC(=O)C(Sc1ccc2nnc(-c3ccncc3)n2n1)C(C)=O | 1.0% | -0.1% | 4.1% | -1.1% | -2.3% | / | / | -0.6% | -24.7% | -13.0% | /
Cc1cccc(-c2c3c(=O)n(C)c(=O)n(C)c3cn2C(C)C)c1 | -0.9% | 0.4%[0.369 µM] | -9.3% | -0.1% | -5.1% | -1.3% | ? | / | -15.3% | 3.98µM* | ?
Cc1ccccc1C(=O)NC1CCN(Cc2nnnn2CCc2ccccc2)CC1 | -0.1% | / | -3.0% | -0.7% | 0.0% | 2.1% | i | -5.0% | 5.0% | 1.1% | i
O=C(NCc1ccco1)C1CCCN1C(=O)NCc1ccccc1 (configuration not stated) | -0.5% | 0.7% | -7.5% | -1.0% | -3.3% | 0.0% | i | 0.0% | 3.0% | -11.2% | i
c1ccc(-c2nn3c(Cn4nnc5ccccc54)nnc3s2)cc1 | -2.5% | 1.3% | -2.6% | 0.8% | -0.7% | -2.0% | i | 10.0% | ? | 9.4% | i
O=[N+]([O-])c1ccc(CCO)cc1 | 1.6% | -0.2% | 6.3% | 0.3% | 1.4% | / | / | / | -5.2% | -0.7% | /
O=C(NCCN1CCOCC1)c1cc(-c2ccccc2)on1 | -0.4% | -1.1% | 0.4% | -4.0% | -2.0% | 2.6% | i | -2.6% | -2.0% | -5.6% | i
Cc1nnc(Nc2ccc3c(c2)OCO3)c2ccccc12 | -0.7% | -3.4%[0.0738 µM] | -4.1%[11.4 µM] | 2.2% | -6.2%[11 µM] | -1.5% | / | 1.7%[9.17 µM] | ? | ? | /
Cc1noc(C)c1-c1cc(NCc2cccs2)ncn1 | 0.8% | -1.1% | 6.0% | 0.2% | 1.4% | -5.0%[9.22 µM] | i | -4.7% | 1.8% | 8.0% | i
O=C(CNC(=O)c1ccc(Cl)cc1Cl)NCC(=O)Nc1ccccc1N1CCOCC1 | -2.6% | -0.2%[57.5 µM] | ? | -1.1% | -1.3% | -1.9% | i | -2.7% | 8.5% | -16.2% | i
CNC(=O)c1c(N)sc2c1CCCCC2 | -2.0% | 2.2% | -2.1% | -0.5% | -5.1% | 0.0% | / | -8.7% | ? | 7.3% | /
C=CCNC(=O)CCCCC(=O)NCC=C | 0.8% | 1.4% | -8.9% | 0.8% | ? | -1.1% | i | -4.2% | 4.5% | 19.9% | i
COc1ccc(C2N3CC4(C)CN2CC(C)(C3)C4)cc1OC (configuration not stated) | 0.4% | 1.1% | -0.2% | -2.6% | -2.5% | -1.3% | i | -1.2% | 1.7% | 10.2% | i
O=C(O)c1cccnc1SC1CC(=O)N(Cc2ccccc2)C1=O (configuration not stated) | -0.8% | 0.2% | -3.1% | 0.0% | 0.4% | -2.7% | i | 5.4% | 1.4% | ? | i
COc1ccc(Cl)c(Cn2c(NCc3ccccn3)nc3c2c(=O)n(C)c(=O)n3C)c1 | -2.0% | -1.0% | -4.2% | -2.3% | ? | -0.1% | i | -4.4% | 41.4%[activator] | 15.7% | i
CCOC(=O)N1CCN(C(=O)CC(C(=O)N2CCc3ccccc32)n2ccnc2)CC1 (configuration not stated) | 1.5% | 1.0%[57.5 µM] | -4.8% | 0.8% | -1.2% | 4.3% | i | 2.9% | 11.4% | -5.6% | i
COc1ccc(N2C(=O)CC(Nc3ccc(N4CCOCC4)cc3)C2=O)c(OC)c1 (configuration not stated) | 0.0% | -2.0% | -8.7% | -2.3% | -20.8% | 1.6% | i | 1.2% | ? | 2.1% | i
CCOc1ccc(NC(=O)N(CCC(C)C)C(C)c2ccco2)cc1 (configuration not stated) | -0.6% | 1.8% | 1.0% | -1.7% | 1.1% | -2.9% | i | -11.4% | -3.4% | -17.8% | i
Cc1cccc(N2CCN(S(=O)(=O)c3ccc4c(c3)n(C)c(=O)c(=O)n4C)CC2C)c1 (configuration not stated) | 0.6% | -0.4% | -3.2% | -2.8% | -6.2% | 1.2% | i | -2.0% | 3.2% | ? | i
CCOc1ccc(S(=O)(=O)N(CC(=O)N2CCc3ccccc32)Cc2ccco2)cc1 | -0.9% | -0.9% | -5.8% | 1.7% | 6.6% | 6.5% | i | -1.0% | -12.2% | ? | i
CCOCC(=O)N1CCCC(C(=O)OCC)C1 (configuration not stated) | 0.6% | 3.5% | 2.0% | -2.4% | -0.6% | 6.5% | i | -2.1% | -0.6% | -1.8% | i
Nc1c(S(=O)(=O)c2cccs2)c2nc3ccccc3nc2n1Cc1cccs1 | -1.7% | 9.1%[57.5 µM] | 2.5% | 6.3% | 8.7% | 9.1% | 8.89e-07M* | 0.9% | ? | ? | 6.75e-07M*
C=CCSc1nnc2c(n1)OC(c1cccnc1)Nc1ccccc1-2 (configuration not stated) | 1.9% | -5.8% | 2.9% | -3.3% | -2.2% | 2.5% | / | 11.1% | ? | 25.8% | /
CCOC(=O)N1CCN(C(=O)Cc2ccsc2)CC1 | 2.2% | -4.5% | -4.0% | -4.1% | 0.2% | -0.2% | i | -3.6% | 26.8% | ? | i
C=CCn1c(-c2ccc(Cl)cc2)c[nH]c1=S | -0.3% | -0.4%[57.5 µM] | -2.8% | -2.3% | -7.6% | -1.9% | i | 2.7% | -1.2% | 7.7% | i
CCCCC(CC)CNC(=O)C1CCCN(S(=O)(=O)c2cnc[nH]2)C1 (configuration not stated) | 2.3% | -0.7% | -7.0% | -1.3% | 1.7% | -3.4% | / | -5.5% | -4.8% | -8.2% | /
CCNc1ncc2nc(-c3cc(F)cc(F)c3)c(=O)n(Cc3ccc(F)cc3)c2n1 | -1.9% | 4.0% | -10.5% | 8.2% | -1.0% | 2.4%[9.22 µM] | 2.1e-08M* | -2.0% | 8.1% | ? | 2.14e-08M*
Cc1c(C)[n+](=O)c(-c2cccs2)c(C)n1[O-] | -1.1% | 0.6% | -1.2% | -0.1% | -0.8% | 1.3% | i | -3.7% | 3.7% | -1.0% | i
COc1ccc(C2=NOC(C(=O)N3CCCc4ccccc43)C2)cc1 (configuration not stated) | -0.8% | -0.1% | -2.6% | -1.9% | -2.4% | 6.4% | i | 0.3% | 10.6% | -18.8% | i
O=C(Nc1ccccc1Cl)c1cccs1 | 0.4% | / | -2.7% | -2.3% | 1.1% | 0.0% | i | 2.2% | -5.6% | -6.2% | i
CCOC(=O)N1CCN(C(=O)CSc2nnc(COc3ccccc3)o2)CC1 | 0.6% | -0.5% | 2.1% | -4.2% | -1.7% | -3.4% | / | -3.0% | 4.0% | -7.0% | /
Cc1cc(=O)[nH]c(Nc2c(C)n(C)n(-c3ccccc3)c2=O)n1 | 0.0% | -1.1% | -2.7% | 0.2% | -6.2% | 0.7% | i | -2.2% | 0.1% | -8.1% | i
COc1ccc(S(=O)(=O)N2CCN(C(=O)c3c(C)nn(-c4ccccc4)c3Cl)CC2)cc1 | 1.0% | 4.0% | 0.5% | -1.1% | -1.9% | -2.5% | i | 2.4% | -0.3% | -13.0% | i
CCC(OC(=O)c1cccs1)C(=O)NCc1ccco1 (configuration not stated) | 0.5% | 1.2% | -9.6% | -0.8% | -3.3% | -1.2% | i | 0.0% | 28.9% | -11.8% | i
CCCS(=O)(=O)N1CCN(Cc2ccc(OCc3ccccc3)c(OC)c2)CC1 | -2.8% | / | 0.7% | 0.1% | -4.2% | 2.5% | i | 2.7% | -12.5% | -6.7% | i
CCOC(=O)C1CCN(S(=O)(=O)c2ccc3c4c(cccc24)C(=O)N3)CC1 | -4.1% | -1.8% | -1.2% | -0.8% | -2.2% | / | / | 2.9% | -5.4% | ? | /
O=C(C1CCN(S(=O)(=O)c2cccnc2)CC1)N1CCN(c2ccc(Cl)cc2)CC1 | -4.5% | 2.4% | -0.5% | -1.3% | -7.0% | -2.1% | i | 1.6% | -6.1% | ? | i
O=C(c1nsc(Cl)c1Cl)N1CCCCC1 | 0.6% | 0.0%[0.0738 µM] | -3.8%[11.4 µM] | 1.1% | -5.2%[11 µM] | -1.5% | / | -25.6%[9.17 µM] | 6.8%[11.4 µM] | ? | /

Bioassay records from PubChem.
